EBNA-1 inhibitor = blocks EBNA-1 binding to DNA | EBNA-1 DNA binding, fluorescence polarization | AID 1950 | hit rate 0.34% among 300,000 | inhibition, % at 14.8 µM; in the data active = inhibition above about 28%
ZTA DNA inh = counter-screen for EBNA-1 inhibitors: inhibitors of Epstein-Barr virus ZTA; P03206; ZTA-DNA binding, fluorescence polarization; inhibition, % at 11 µM; hit rate 0.15% among 320,000; AID 2234; in the data active = inhibition above about 33%
Fam108B inh = blocks mouse Fam108B hydrolase in RBBP9 counter-screen. recombinant Fam108B, FP-Rh probe fluorescence polarization. inhibition, % at 9.51 µM. hit rate 0.33% among 300,000;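 active = inhibition above the screen mean inhibition plus 3 SD, computed separately per campaign, cut at about 18% in these data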;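 note: inhibitors lower polarization as less probe binds the enzyme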
GLD-1 TGE inh = GLD-1-TGE RNA interaction inhibition (C. elegans). Q17339. purified GLD-1 + fluorescein TGE RNA, fluorescence polarization. inhibition, % at 5.96 µM. hit rate 0.44% among 320,000;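 active = percent inhibition above a per-plate cutoff, the plate mean of test compounds plus 3 SD, cut at about 30% in these data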;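 note: 0% = DMSO wells with GLD-1 and probe and 100% = wells lacking GLD-1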
Efflux pump mplx = antifungal efflux pump inhibition, Nile Red retention. AID 485275. inhibition, % at 10 µM. S. cerevisiae Candida pump triplex. hit rate 0.44% among 330,000;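 active = plate passing quality check with inhibition over a set limit, or well fluorescence over plate mean plus 4 SD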;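 note: Nile Red retained in pooled yeast measured as flow cytometry median fluorescence; 0% = buffer negative control and 100% = Enniatin B positive control; higher means more Nile Red kept so more efflux inhibition; some compounds called inactive have numbers as strong as hits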
CR mimetic SO = lowers age-related superoxide in aged yeast cells; superoxide response (% of plate mean), % at 10 µM; S. cerevisiae aged cells, superoxide DHE fluorescence; hits give low values; hit rate 0.18% among 330,000;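 active = superoxide response under a set limit, about three screen SD below normal, cut at about 65% in these data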;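 note: yeast aged for seven days with compound at 30 °C before DHE staining; 100% = average MFI of all compound-treated wells on the plate with controls excluded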
MCL1 BIM primary = MCL1-BIM-BH3 interaction inhibition (human); hit rate 0.68% among 320,000; AID 2057; inhibition, % at 10.9 µM; Q07820; GST-MCL1 / FITC-Bim-BH3 fluorescence polarization;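 active = inhibition above the mean inhibition of all tested compounds plus 3 SD, set per campaign, cut at about 40% in these data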;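 note: 0% = DMSO wells and 100% = unlabeled Bim-BH3 peptide control; higher means more loss of mP so more displacement of Bim peptide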
Target sequence (Q07820 whole entry, looked up): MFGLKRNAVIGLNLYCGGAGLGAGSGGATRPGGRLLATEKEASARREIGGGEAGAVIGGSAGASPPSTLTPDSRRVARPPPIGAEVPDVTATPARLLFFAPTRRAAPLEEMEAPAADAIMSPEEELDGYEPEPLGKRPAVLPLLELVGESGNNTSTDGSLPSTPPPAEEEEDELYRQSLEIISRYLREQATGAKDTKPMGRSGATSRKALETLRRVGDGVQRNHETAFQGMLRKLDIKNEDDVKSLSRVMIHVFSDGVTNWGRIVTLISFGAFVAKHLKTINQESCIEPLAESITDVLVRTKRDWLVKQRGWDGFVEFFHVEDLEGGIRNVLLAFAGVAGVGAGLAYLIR
MEX-5 binding = C. elegans MEX-5 TCR-2 RNA binding activity; Q9XUB2; MEX-5/FITC-TCR2 RNA binding, fluorescence polarization; hits give low values; activity score (negative = inhibition of binding), % at 10 µM; hit rate 0.38% among 300,000; AID 1832;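 active = inhibition past about -25% in most replicates, and total fluorescence under double the plate's negative control median, limit read from the data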;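 note: 0% = DMSO and -100% = 5 µM competing unlabeled TCR2 RNA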
Target sequence (Q9XUB2 whole entry, looked up): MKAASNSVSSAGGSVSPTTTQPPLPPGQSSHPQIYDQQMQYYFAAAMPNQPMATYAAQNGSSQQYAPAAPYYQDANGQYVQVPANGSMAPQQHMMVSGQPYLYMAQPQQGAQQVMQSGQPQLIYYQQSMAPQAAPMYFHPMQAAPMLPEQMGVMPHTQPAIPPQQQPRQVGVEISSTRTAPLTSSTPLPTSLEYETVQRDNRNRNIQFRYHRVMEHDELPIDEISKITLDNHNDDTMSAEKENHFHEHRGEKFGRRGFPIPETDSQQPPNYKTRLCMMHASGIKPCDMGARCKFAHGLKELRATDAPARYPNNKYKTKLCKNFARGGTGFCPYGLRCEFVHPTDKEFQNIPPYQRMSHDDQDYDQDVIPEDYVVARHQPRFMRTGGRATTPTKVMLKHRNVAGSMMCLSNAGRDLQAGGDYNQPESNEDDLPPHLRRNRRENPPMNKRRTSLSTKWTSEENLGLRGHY
Bcl-xL primary = Bcl-xL (human) inhibition. Q07817. GST-Bcl-xL / FITC-Bim BH3 peptide fluorescence polarization. inhibition, % at 10.9 µM. hit rate 0.7% among 320,000;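 active = inhibition above the mean of all tested compounds plus 3 SD, cutoff set per campaign, cut at about 30% in these data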;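 note: 0% = DMSO wells and 100% = unlabeled Bim-BH3 peptide competitor; inhibitors lower millipolarization by displacing the labeled peptide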
Target sequence (Q07817 whole entry, looked up): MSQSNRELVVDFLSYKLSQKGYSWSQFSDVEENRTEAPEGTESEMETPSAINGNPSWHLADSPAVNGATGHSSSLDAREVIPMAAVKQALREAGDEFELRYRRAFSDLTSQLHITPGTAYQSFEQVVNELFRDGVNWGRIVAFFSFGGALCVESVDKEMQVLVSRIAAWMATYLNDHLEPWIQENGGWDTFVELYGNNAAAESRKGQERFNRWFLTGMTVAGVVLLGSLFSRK
* marks the source's active call; other numbers are inactive results; · = no result given.

Below each compound: EBNA-1 inhibitor	ZTA DNA inh	Fam108B inh	GLD-1 TGE inh	Efflux pump mplx	CR mimetic SO	MCL1 BIM primary	MEX-5 binding	Bcl-xL primary
Cc1ccc(CNC(=O)CCc2c(C)nc3c(c(C)nn3-c3ccc(C)cc3)c2C)cc1
 : -9	-5	3	5	0.5	118	6	2.4	7
Oc1ccccc1/C=N/Nc1nc2ccccc2o1
 : -1	15	5	2	-0.2	94	12	0.1	-2
CCCN(CCC)c1nc2ccccc2nc1C(C#N)C(=O)OC(C)COC (centres undefined)
 : -5	6	-6	1	0.9	110	-2	-7.4	-2
O=C(O)C1C2C=CC(C2)C1C(=O)OCc1ccccc1 (centres undefined)
 : 1	-7	2	-3	0.0	102	11	-2.6	9
CC(=O)c1sc(N)nc1C
 : 8	-4	-1	8	-0.2	106	2	-0.8	2
CCN(CC)CCCNc1nc(N)c([N+](=O)[O-])c(NCCO)n1
 : 11	3	1	-2	-0.2	91	-5	0.7	6
N/C(=N\OC(=O)CCCOc1ccccc1)c1ccccn1
 : -1	-8	4	7	0.0	102	5	-4.3	3
COc1cccc(-n2c(-c3ccc4[nH]c(C)c(C)c4c3)n[nH]c2=S)c1
 : -9	3	3	1	0.5	101	-7	2.6	-13
COc1ccc2c(c1)C(=O)N(c1ccccc1OC)C(=O)C2(C)C
 : -7	2	2	5	0.0	84	2	-4.3	8
O=C(COc1ccccc1Cl)Nc1ccc2c(c1)OCO2
 : -2	-7	0	-1	0.0	118	0	2.0	2
O=C(CCc1nc2cccnc2n1Cc1ccccc1)N1CCOCC1
 : 1	-10	13	-8	-0.1	93	5	0.4	4
O=C(O)c1ccc(NC(=S)NC(=O)c2cncc(Br)c2)cc1
 : 0	-1	-1	-2	0.0	105	4	0.1	7
O=C(CNC(=O)c1ccc(Cl)cc1)OC1CCOC1=O (centres undefined)
 : -5	0	1	6	0.0	95	0	-0.5	-2
COc1ccc(C(C)=O)cc1CSCc1cc(C(C)=O)ccc1OC
 : -10	-12	-3	5	-0.1	91	-4	1.2	3
CCN1C(=O)c2ccccc2S(=O)(=O)c2ccc(C(=O)NCCCN(CC(C)C)CC(C)C)cc21
 : -7	-24	2	0	-0.1	80	3	1.8	1
CN(Cc1ccc2c(c1)OCCO2)C(=O)CN1C(=O)NC2(CCCCC2)C1=O
 : -2	0	-2	1	0.2	98	5	-0.8	1
O=c1[nH]cnc(O)c1N=Nc1ccccc1
 : -1	3	-1	7	0.1	117	0	-2.6	1
COc1ccc(Br)cc1-c1nc2c(c(=O)[nH]c(=O)n2Cc2ccccc2)n1C
 : -7	-5	-1	5	0.0	92	-1	2.7	1
COc1ccccc1CNC(c1ccccc1)c1ccccc1
 : 8	-8	3	-1	-0.1	107	-3	1.5	9
O=C(N1CCOCC1)C12CC3CC(C1)CC(n1cnc(Cl)n1)(C3)C2
 : -2	-26	0	2	0.0	86	-2	1.1	4
Cc1cc(NC(=O)CSc2cn(CCNC(=O)c3ccccc3)c3ccccc23)no1
 : 7	0	-3	0	0.0	108	4	-2.9	4
CN(C)C(=O)CSc1nnc(C23CC4CC(CC(C4)C2)C3)o1
 : -6	-2	-4	5	0.2	99	1	-0.3	1
O=C(N/N=C/c1cc([N+](=O)[O-])cc(Br)c1O)C12CC3CCC(CC(C3)C1)C2
 : -1	5	0	0	-0.2	97	15	-0.6	5
COc1ccc(C(=O)Nc2nnc(S(=O)(=O)N(C)Cc3ccc(F)cc3)s2)cc1OC
 : 8	13	-8	13	0.1	123	6	3.6	6
COc1ccc(NC(=O)CN2CCN(C3c4ccccc4-c4ccccc43)CC2)c(OC)c1
 : 4	-12	1	-9	0.0	113	4	1.0	1
COc1ccc(-n2c(SCC(N)=O)nc3nc4c(cc3c2=O)COC(C)(C)C4)cc1
 : -8	-5	4	3	0.6	94	4	-0.7	-2
CN(C)S(=O)(=O)c1ccc(S(=O)(=O)NCc2ccc3c(c2)OCO3)cc1
 : 14	3	0	0	-0.2	97	0	2.2	4
O=C1CCC(C(=O)OCC(=O)c2c[nH]c3ccccc23)=NN1
 : -5	-15	1	4	0.0	96	-8	0.0	1
Cc1ccc(-c2nc(NCc3ccc(F)cc3)n(S(C)(=O)=O)n2)cc1
 : 11	14	3	8	0.0	99	7	-1.3	3
Cc1cccc(-n2c3nc(=O)[nH]c(=O)c-3cc3cc([N+](=O)[O-])ccc32)c1
 : 18	29	13	3	-0.2	93	-1	0.6	8
CC1(C)CC(=O)c2cc(OCC(=O)N3CCOCC3)ccc2O1
 : 11	15	-4	-2	-0.1	95	6	1.0	8
Cc1ccc(S(=O)(=O)N2CCN(C(=O)COc3ccc(C)nc3[N+](=O)[O-])CC2)c(C)c1
 : -1	-7	4	5	-0.1	103	-2	-3.0	-2
COc1ccccc1C(=O)COC(=O)c1cc(=O)[nH]c2ccccc12
 : 6	0	-7	-2	0.0	98	1	-1.2	-1
O=C(COC(=O)CCN1C(=O)/C(=C\C=C\c2ccccc2)SC1=S)Nc1cc(F)ccc1F
 : -9	1	-10	-12	0.8*	116	-9	-0.9	-9
COc1cc2nc(C3CCC3)nc(N3CCN(c4ccccc4OC)CC3)c2cc1OC
 : -5	-14	2	-5	0.2	110	7	-0.8	2
O=C(CSc1cccc[n+]1[O-])c1ccc(Cl)cc1
 : -4	9	-2	-8	-0.2	100	-1	-0.4	-10
O=C1CC(c2cccc(Cl)c2)CC(O)=C1C=Nc1cccc(Cl)c1 (centres undefined)
 : -4	-9	-4	4	-0.1	78	-7	1.4	-1
Cc1nonc1NC(=O)CSc1nc2ccccc2[nH]1
 : 0	-5	0	4	-0.2	102	-4	3.8	4
CC(C)(C)C1COc2ccccc2N1C(=O)c1cccc(Cl)c1 (centres undefined)
 : -4	-6	6	-2	-0.2	86	1	2.8	1
CC(C)(C)C(=O)CSc1nnc(Nc2ccccc2)s1
 : 2	-15	-3	0	0.0	88	1	2.0	-3
O=C(/C=C/c1ccccc1)Nc1cc(C(=O)O)cc(C(=O)O)c1
 : -14	9	-1	5	0.0	113	-4	-0.5	5
Cn1nc(C(F)(F)F)c2cc(C(=O)Nc3ccc(F)cc3)sc21
 : 2	1	-1	2	-0.2	107	0	1.2	8
CCOC(=O)Cc1cc(=O)[nH]c(/N=C(\N)Nc2ccc(C)cc2C)n1
 : 47*	5	1	3	0.2	99	5	0.0	2
O=C(NNC(=O)c1ccccc1OCc1ccccc1)c1ccccc1F
 : -2	8	0	6	-0.3	94	5	0.1	3
COC(=O)c1cc2n(n1)CCCNC2=O
 : 2	-13	2	-1	-0.1	104	4	1.9	3
CC(C)S(=O)(=O)c1csc(NC(=O)Nc2cccc([N+](=O)[O-])c2)c1Cl
 : -5	-6	-14	1	-0.2	102	-2	1.2	-5
Cc1cc2c(c(=O)o1)C(C13C=CC(CC1)C3)C(C#N)=C(N)O2 (centres undefined)
 : 7	-4	-3	0	0.1	88	3	2.9	10
CCOC(=O)c1sc(NC(=O)c2cc(-c3cccc(O)c3)on2)c(C(=O)OCC)c1C
 : -9	-19	-4	2	0.2	106	0	0.2	4
O=C(Nc1ccccc1)NC1CCS(=O)(=O)C1 (centres undefined)
 : 2	-14	-1	1	-0.1	93	4	1.5	0
CNC(=O)c1nc(C)n(-c2ccc(Cl)cc2Cl)n1
 : -1	14	-1	6	-0.1	97	3	4.5	4
CCc1nnc(SCC(=O)Nc2ccc(N3CCOCC3)cc2)n1C
 : 0	8	-1	2	-1.3	96	-9	0.0	-2
CC(C)c1ccc(NC2=NCC(=O)N2Cc2cccs2)cc1
 : -8	5	0	-3	0.9	88	3	1.8	8
CC(=O)Nc1ccc(NCN2C(=O)[C@@H]3[C@H]4CC[C@H](C4)[C@@H]3C2=O)cc1
 : -2	1	5	10	0.0	111	1	-1.3	8
Cc1ccc(C)c(OCCC(=O)OCC(=O)N2CCN(S(=O)(=O)c3ccc(Cl)cc3)CC2)c1
 : 5	1	-4	-4	-0.1	107	0	-0.3	2
CCCCN(C)/C=N/c1c(C#N)cnn1-c1ccc(C)cc1
 : 1	8	0	5	0.1	101	-4	1.1	1
CC1(C)CC2(CCO1)N1CC3(C)CN2CC(C)(C1)C3O (centres undefined)
 : 7	-1	2	0	0.0	105	6	1.9	2
CCOc1ccc(NC(=O)c2ccc(N3CC4CC(C3)c3cccc(=O)n3C4)c(NC(=O)c3ccncc3)c2)cc1 (centres undefined)
 : 9	0	0	2	0.0	92	4	-1.2	3
CC(C)Cc1nc(Cl)c(C#N)c2c1CCCC2
 : -2	-2	0	2	0.1	96	5	-0.1	0
O=C1c2ccccc2C(=O)N1Cc1nn2c(-c3ccc(Cl)cc3)nnc2s1
 : 6	3	4	-3	-0.1	98	-4	-0.7	0
COc1ccc(C(C)=O)cc1COC(=O)c1c(C)nn(-c2ccccc2)c1C
 : 2	12	3	-3	0.0	96	6	0.7	2

(listing goes on)
Below each compound: EBNA-1 inhibitor	ZTA DNA inh	Fam108B inh	GLD-1 TGE inh	Efflux pump mplx	CR mimetic SO	MCL1 BIM primary	MEX-5 binding	Bcl-xL primary
CN(C)CCCNC(=S)N(CCCN(C)C)Cc1cc2cc3c(cc2[nH]c1=O)OCO3
 : 1	-14	1	7	-0.1	103	13	-2.0	-1
O=C(NCc1ccco1)C1CC(c2cccc([N+](=O)[O-])c2)=NO1 (centres undefined)
 : 12	10	-1	-3	-0.1	97	0	-3.1	4
CC(=O)CSc1nc2ccccc2s1
 : 1	-31	2	2	-0.1	89	8	-1.2	11
O=C(Nc1cc2c(oc1=O)CCCC2=O)c1ccccc1
 : 1	0	1	5	-0.3	99	17	-1.0	16
O=C(O)CCCNC(=O)c1ccc(NC(=O)Cc2ccc(Cl)cc2)cc1
 : 7	16	-3	-5	-0.1	99	0	1.0	-4
COc1ccc(NC(=O)CN(C)C(=O)C(Sc2ccccc2)c2ccccc2)cc1 (centres undefined)
 : ·	-15	·	5	-0.1	83	-23	·	-7
COc1ccccc1C(OC(=O)c1ccco1)C(=O)NCc1ccc(F)cc1 (centres undefined)
 : 1	-1	0	2	-0.1	102	-5	0.6	-1
O=C1CC(c2ccco2)CC(O)=C1C=Nc1ccc(Br)cc1 (centres undefined)
 : 3	7	-4	-3	0.0	104	1	1.2	8
Cc1ccc(NC(=O)Cc2ccc3c(c2)OCCO3)cc1S(=O)(=O)N1CCCCC1
 : 0	-5	-2	11	0.1	89	-6	1.0	1
CCOc1ccc(CCNC(=O)CCCn2nc(C)c3c(C)n(-c4ccccc4)nc3c2=O)cc1
 : -4	-8	0	-5	-0.1	67	5	1.0	3
COc1ccc(C(C(=O)NCC2CCCO2)N(C(=O)Cn2nnc3ccccc32)c2ccc(NC(C)=O)cc2)cc1OC (centres undefined)
 : -8	-8	-1	5	-0.1	90	-2	3.2	4
O=C(NCCCN1CCOCC1)C(=O)N/N=C/c1ccc2c(c1)OCO2
 : -18	-1	2	-2	1.2	101	4	1.5	1
COC(=O)C1=C(C)N(C)C(=S)NC1c1ccc(Cl)cc1 (centres undefined)
 : 1	-5	-2	5	-0.1	95	11	-1.4	4
CCc1noc(C)c1C(=O)N(CC)CC(=O)NCc1ccc(Cl)cc1
 : ·	-13	·	1	-0.1	119	-4	·	2
CSc1sc(C(=O)OC(C)C)c2c1C(=O)CC(C)(C)C2
 : -4	12	6	-1	0.0	100	1	-2.6	3
COc1ccc(CNC(=O)CN2C(=O)NC(C)(c3ccc(Cl)cc3)C2=O)cc1 (centres undefined)
 : 11	2	2	-1	-0.2	102	-5	-0.7	3

Compound activity deposited in PubChem BioAssay by several laboratories.
